PGC1a acetyl inh: lowers PGC1a acetylation signal in U2OS cells; AlphaScreen anti-acetyl-lysine; with virally co-expressed GCN5 acetyltransferase; inhibition, % at 15.6 µM; hit rate 0.17% among 350,000;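 active = every replicate shows inhibition of at least 40%; inconclusive = mean inhibition at least 40% but some replicate below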;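 note: 0% = neutral control wells and 100% = positive control wells; some results beyond the cut were filed as inactive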
Casp6 inh: blocks human caspase-6 cleavage activity. purified caspase-6, Z-VEID-R110 cleavage fluorescence. inhibition, % at 12.5 µM. hit rate 0.53% among 350,000. AID 686996;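 active = mean inhibition across replicates at least about 35%, with every replicate also reaching that limit, limit read from the data; inconclusive = only one of the two criteria met; inactive = neither criterion met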;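 note: 0% = median of neutral control wells and 100% = no fluorescence left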
Target sequence (P55212 24-179 limits assumed): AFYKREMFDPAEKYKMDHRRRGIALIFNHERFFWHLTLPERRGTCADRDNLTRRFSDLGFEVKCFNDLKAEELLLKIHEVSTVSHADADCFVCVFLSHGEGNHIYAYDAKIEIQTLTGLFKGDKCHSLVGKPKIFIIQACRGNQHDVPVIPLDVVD
Target sequence (P55212 194-293 limits assumed): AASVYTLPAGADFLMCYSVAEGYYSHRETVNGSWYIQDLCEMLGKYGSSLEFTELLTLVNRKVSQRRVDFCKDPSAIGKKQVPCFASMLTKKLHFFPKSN
LGR2 inh: blocks bursicon-induced cAMP signaling via Drosophila LGR2 | HEK293 LGR2, CRE-luciferase, bursicon-stimulated, 4 h | inhibition, % at 9.99 µM | hit rate 0.35% among 380,000 | AID 720647;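 active = drop in luminescence signal, shown as inhibition above about 50% in the replicate tests, limit read from the data, passing the limit was not always enough; inconclusive = probably only some replicates passing the limit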;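 note: agonist challenge used bursicon conditioned medium at about half maximal strength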
PAX8 inh HTS: inhibitors of PAX8 transcriptional activity in RMG-I cells | RMG-I TPO-luciferase reporter, SteadyGlo, 24 h | inhibition, % at 12.6 µM | hit rate 1.2% among 360,000 | AID 652154;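 active = mean replicate inhibition at least 60% with every replicate also reaching 60%; inconclusive = only one of the two criteria is met; inactive = mean below 60% and not all replicates reaching 60%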;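 note: luciferase light reporting Pax8 driven TPO promoter activity; plate controls were median of neutral control wells for no effect and mitoxantrone controls for full effect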
FN deposition inh: fibronectin deposition inhibition. AID 743247. AH1F fibroblasts, Alexa488-fibronectin deposition fluorescence, overnight. hit rate 0.086% among 350,000. inhibition, % at 12.6 µM;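 active = mean inhibition across replicates of 30% or more, regardless of how many single replicates reach that level; inconclusive = mean under 30% yet at least half of replicates reach 30%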;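 note: positive control wells lacked labelled fibronectin entirely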
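Material – AH1F fibroblast monolayer, labelled fibronectin deposition · Reagent – labelled fibronectin 24 nM · Timing – 1 h adhesion, overnight exposure · Measured by – fluorescence at 485 nm excitation, 525 nm emission · Read-out – inhibition of fibronectin deposition signal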
miR-122 sensor: miR-122 inhibition in Huh7 cells | Huh7 miR-122 Renilla luciferase sensor, 48 h; neutral wells = 0, positive control = 100 | activation (reporter increase), % at 12.5 µM | hit rate 0.3% among 340,000 | AID 602342;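 active = mean replicate activation score at least 90 and every replicate individually at or above 90; inconclusive = only one of the two criteria met; inactive = neither criterion met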;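 note: higher luciferase means less miR-122 activity so hits act as miR-122 inhibitors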
EWS-Fli block: blocks EWS/Fli oncoprotein-driven transcription; A673 NR0B1-luciferase reporter, viability-normalised; inhibition, % at 12.6 µM; AID 651661; hit rate 0.67% among 350,000;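 active = mean inhibition of at least 50% after viability correction, with every replicate also passing that limit; inconclusive = mean reaches 50% but only one of two replicates passes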;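 note: firefly luciferase signal divided by Alamar Blue viability fluorescence both relative to DMSO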
Cneo AK release: causes C. neoformans cell lysis; adenylate kinase release luminescence, 4 h; normalised: neutral wells 0, clomiphene wells 100; hit rate 0.2% among 360,000; lysis activity, % at 15 µM;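 active = mean lysis activity across replicates of at least 80%, whatever share of replicates individually reach that level; inactive = mean lysis activity below 80%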
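Assay system: C. neoformans cells. Amount: yeast cell density of 5 × 10^6 cells/mL. Technique: AK luminescence. Buffer or medium: YPD. Times: static 4 h at 37 °C with compound, 1 h detection. Dosing: single-point compound dose. Read-out: lysis from increased AK signal.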
Numbers without * were called inactive; ? = inconclusive; . = not tested or not shown; [ ] = another dose, or the depositor's remark.

Order of values: LGR2 inh | PGC1a acetyl inh | Casp6 inh | EWS-Fli block | FN deposition inh | PAX8 inh HTS | Cneo AK release | miR-122 sensor
NC(=N\N=CCc1ccccc1)/C(N)=N/N=CCc1ccccc1
    -48 | 2 | 3 | -41 | -19 | -94 | -2 | .
CCN(CC)C(=O)CCCC(=O)N(CC)CC
    -8 | . | 0 | -8 | 10 | -7 | . | .
Cn1cnc(S(=O)(=O)N[C@@H]2C=C[C@@H](CC(=O)Nc3ccccc3)O[C@H]2CO)c1
    41 | -8 | -4 | -7 | . | . | -6 | .
C[C@@H]1CCCCO[C@@H](CN(C)Cc2ccc(C(=O)O)cc2)[C@H](C)CN([C@H](C)CO)C(=O)c2cc(NC(=O)Nc3cccc4ccccc34)ccc2O1
    -7 | 28 | 0 | -1 | . | 6 | 44 | 20[16.7 µM]
CC1(C)C(=O)N(c2ccccc2)C1c1ccccc1O (stereo unspecified)
    10 | 7 | 1 | 23 | 1 | 29 | 0 | -2
COC(C/C=C\[C@H](O)[C@@H](C)OCc1ccccc1)OC
    -23 | -1 | -3 | -10 | 0 | 1 | -1 | 0
O=C(NCc1ccccn1)C1CCC(=O)N(Cc2ccc(Cl)cc2)C1 (stereo unspecified)
    10 | 4 | -3 | . | -3 | -11 | 0 | 0
Cc1ccc(C(C)C)c(OCCSc2nc3ccccc3n2CC(=O)O)c1
    1 | -4 | 10 | 6 | -1 | -7 | -2 | 4
CN(C)/C=C1/Oc2c(ccc3ccccc23)C1=O
    10 | 9 | 3 | -18 | . | -25 | . | .
Cc1nnsc1C(=O)N1CCC(CO)(Cc2ccccc2Cl)CC1
    15 | 3 | 3 | 4 | 2 | 17 | 9 | -3
Cc1ccc(S(=O)(=O)Nc2cccc(C(=O)NCC(c3ccco3)N3CCCCC3)c2)cc1F (stereo unspecified)
    -5 | -10 | 0 | 4 | 4 | 2 | -2 | -4
CCc1ccc(OCC(=O)OC(C)C(=O)NC2CC2)cc1 (stereo unspecified)
    -8 | 2 | -1 | -5 | . | -5 | 4 | 0
CO[C@H]1CN(C)C(=O)c2ccc(NC(=O)C3CCC3)cc2OC[C@H](C)N(Cc2nccs2)C[C@@H]1C
    -17 | . | 2 | -1 | -10 | 3 | -1 | -3[16.7 µM]
O=[N+]([O-])c1ccccc1Nc1cccnc1
    12 | 3 | 2 | -5 | 7 | 13 | 0 | -2
CC1CCN(S(=O)(=O)c2ccc3c4c2CC(=O)N4CC(C)S3)CC1 (stereo unspecified)
    10 | -5 | 0 | 34 | -16 | 14 | -1 | -10
CN(C)CCCNC(=O)C[C@H]1CC[C@H]2[C@H](COc3ccc(NC(=O)c4cccc(F)c4)cc3C(=O)N2C)O1
    -1 | 0 | -26 | -2 | -5 | -12 | 2 | 17[16.7 µM]
COc1ccc(C#Cc2ccc3c(c2)O[C@@H](CN(C)C(C)=O)[C@@H](C)CN([C@@H](C)CO)S3(=O)=O)cc1
    1 | -13 | -3 | 13 | -3 | . | 1 | 6[16.7 µM]
COc1ccc(NC(=O)N(C)C[C@@H]2Oc3ccc(NC(=O)Nc4ccc(F)cc4)cc3C(=O)N([C@@H](C)CO)C[C@H]2C)cc1
    1 | 11 | 0 | -3 | . | . | -1 | 1[16.7 µM]
COc1ccccc1NC(=O)N[C@@H]1C=C[C@H](CC(=O)N2CCC(Cc3ccccc3)CC2)O[C@H]1CO
    29 | -14 | -6 | -1 | -1 | 41 | 59 | 1[16.7 µM]
Cc1ccc2[nH]c(=O)c(C(c3nnnn3CC3CCCO3)N3CCOCC3)cc2c1 (stereo unspecified)
    -15 | . | 3 | . | . | . | 0 | 1
O=C(Nc1ccc(OCC(=O)N2CCOCC2)cc1)Nc1cccc(Cl)c1
    -12 | 12 | 2 | -20 | 1 | -8 | . | .
Cc1noc(C)c1NC(=O)N(C)C[C@H]1OCc2cn(nn2)CCCC(=O)N([C@H](C)CO)C[C@H]1C
    6 | 0 | . | -3 | 5 | -7 | . | 4[16.7 µM]
CCOc1ccc(C(=O)NC2CCN(CC(=O)NCc3ccccc3)CC2)cc1
    15 | 18 | 2 | -3 | -1 | -6 | 4 | -3
C=CC(=O)Nc1cccc(Oc2cc(Cl)nc3[nH]ccc23)c1
    5 | 0 | -9 | -9 | 2 | ? | 0 | 2
Cc1ccc(S(=O)(=O)N(CC(=O)N2CCN(c3ccc(F)cc3)CC2)C2CCCCC2)cc1
    . | . | . | . | 7 | 4 | -1 | 24
CN(C)C(=O)CSc1nnc(Cc2ccccc2)n1CC1CCCO1 (stereo unspecified)
    34 | 4 | -1 | 2 | -1 | 12 | . | .
COc1ccc(/C=C/c2c(-c3cccc(C)c3)oc3ccc(-c4ccc5c(c4)OCO5)cc23)cc1
    -10 | . | -2 | -6 | 4 | 11 | . | .
CSc1cccc(NC(=O)c2cc(S(=O)(=O)N3CCCCC3)c[nH]2)c1
    -14 | 0 | -1 | 5 | 1 | 10 | 0 | 43
C[C@@H]1CCCCO[C@@H](CN(C)S(=O)(=O)c2cccs2)[C@H](C)CN([C@H](C)CO)C(=O)c2cc(NC(=O)Nc3ccccc3)ccc2O1
    20 | -4 | -1 | 6 | -3 | 32 | -3 | -11[16.7 µM]
CO[C@H]1CC[C@@H]2CCN(C)C(=O)[C@H](C)[C@@H](OC)CN(C)C(=O)c3cc(C#N)ccc3OC[C@H]1O2
    -8 | 14 | -2 | -7 | 1 | -3 | 3 | .
CCc1ccccc1N(CC)C(=O)C1CCN(c2ncnc3c2nc2n3CCCCC2)CC1
    -11 | . | 0 | . | 5 | 35 | 11 | .
C[C@H](CO)N1C[C@H](C)[C@H](CN(C)Cc2ccccc2)Oc2c(NS(=O)(=O)c3cccs3)cccc2C1=O
    4 | 10 | 2 | 1 | . | 0 | 1 | -4[16.7 µM]
Cc1c(C(=O)N(C)CCC#N)oc2ccc(S(=O)(=O)N3CCOCC3)cc12
    2 | 10 | -1 | . | -5 | 2 | -1 | ?
CC(NC(=O)CN1CCN(C(=O)c2cccs2)CC1)c1ccc(F)cc1F (stereo unspecified)
    3 | -6 | -2 | -10 | 2 | 8 | 0 | -1
CC1(C(=O)NS(=O)(=O)c2cccs2)CCN1C(=O)CCc1ccc(Cl)cc1Cl (stereo unspecified)
    -15 | -19 | 1 | 7 | -6 | 4 | 0 | 2
O=C(C[C@@H]1C=C[C@H](NC(=O)C2CCC2)[C@@H](CO)O1)NCC1CC1
    16 | 2 | -1 | 7 | 0 | 3 | -1 | .
Cc1ccc(C(=O)C(C)OC(=O)c2ccc(Cl)nc2)cc1 (stereo unspecified)
    -5 | . | -2 | -1 | -1 | -10 | 5 | .
Cc1ccc2c(cnn2C(=O)CCC(=O)NCc2ccccc2Cl)c1
    -5 | 15 | -1 | 1 | 2 | 5 | 1 | 2
C[C@@H]1CCCCO[C@@H](CN(C)C(=O)NC2CCCCC2)[C@H](C)CN([C@@H](C)CO)C(=O)c2cc(NC(=O)Nc3ccccc3)ccc2O1
    -1 | 4 | 6 | 20 | -4 | 33 | -6 | -6[16.7 µM]
O=C(COc1ccc2c3c(c(=O)oc2c1)CCCC3)NC(Cc1ccc(Cl)cc1)C(=O)O (stereo unspecified)
    . | 8 | -1 | -3 | . | . | -1 | 1

Single records, from the list above. Values in the order: LGR2 inh	PGC1a acetyl inh	Casp6 inh	EWS-Fli block	FN deposition inh	PAX8 inh HTS	Cneo AK release	miR-122 sensor
Entry for `O=C(COc1ccc2c3c(c(=O)oc2c1)CCCC3)NC(Cc1ccc(Cl)cc1)C(=O)O` (stereo unspecified) → .	8	-1	-3	.	.	-1	1
Entry for `Cc1noc(C)c1NC(=O)N(C)C[C@H]1OCc2cn(nn2)CCCC(=O)N([C@H](C)CO)C[C@H]1C` → 6	0	.	-3	5	-7	.	4[16.7 µM]
Entry for `O=C(C[C@@H]1C=C[C@H](NC(=O)C2CCC2)[C@@H](CO)O1)NCC1CC1` → 16	2	-1	7	0	3	-1	.
Entry for `CC(NC(=O)CN1CCN(C(=O)c2cccs2)CC1)c1ccc(F)cc1F` (stereo unspecified) → 3	-6	-2	-10	2	8	0	-1

(listing goes on)
Order of values: LGR2 inh | PGC1a acetyl inh | Casp6 inh | EWS-Fli block | FN deposition inh | PAX8 inh HTS | Cneo AK release | miR-122 sensor
COc1cccc(OC)c1C(=O)NNC(=O)c1cccnc1
    29 | 6 | -1 | 3 | -5 | 10 | -2 | -6
Cc1ccc(-c2nc3ncccc3o2)cc1NC(=O)c1cccnc1
    -18 | -6 | 0 | 2 | 0 | 0 | . | 0
CSc1cccc(NC(=O)CCc2ccccc2)c1
    -17 | 34 | 7 | -37 | -6 | -8 | . | -2
COc1ccc(C)cc1-n1nnnc1SCc1nc2ccccc2s1
    . | 11 | . | . | -5 | -70 | -7 | 60
C[C@@H]1CCCCO[C@@H](CN(C)Cc2ccc(C(=O)O)cc2)[C@H](C)CN([C@H](C)CO)C(=O)c2cc(NS(=O)(=O)c3ccc(Cl)cc3)ccc2O1
    6 | 5 | 0 | -3 | -3 | -18 | 1 | 2[16.7 µM]
COc1ccc2cc(-c3cccnc3)ncc2c1
    -29 | 1 | -1 | -73 | -3 | -204 | 0 | -1
Cc1cc(C(=O)Nc2cccc3c2O[C@H](CN(C)S(=O)(=O)c2cccs2)[C@H](C)CN([C@@H](C)CO)C3=O)n(C)n1
    -13 | -7 | 1 | 17 | 0 | . | -2 | -5[16.7 µM]
O=C(NNC(=O)C1CC1c1ccccc1)c1ccccc1[N+](=O)[O-] (stereo unspecified)
    . | 2 | 0 | -6 | 3 | 23 | 1 | -7
COC(=O)C(=C/C=C/c1ccco1)C(=O)OC
    0 | 0 | 5 | 8 | 0 | -7 | 4 | 6
CCOC(=O)C1CCN(C2=C(NS(=O)(=O)c3ccc(Br)cc3)C(=O)c3ccccc3C2=O)CC1
    23 | . | 9 | . | -26 | 29 | -1 | -1
Oc1ccccc1/C=N/n1c(COc2ccccc2)n[nH]c1=S
    4 | -2 | -1 | 2 | -4 | -28 | -2 | 3
COC(=O)[C@H]1[C@H]2C[C@@H]3c4[nH]c5cc(OC)ccc5c4CCN3C[C@H]2C[C@@H](OC(=O)c2ccc(N)cc2)[C@@H]1OC
    1 | 9 | 2 | -41 | -10 | 13 | 2 | 2
COc1ccc(OCC(=O)N2CCN(S(=O)(=O)c3ccccc3[N+](=O)[O-])CC2)cc1
    13 | . | -3 | -1 | 6 | 24 | . | -1
CCOc1ccc(S(=O)(=O)NCCC(=O)OCC(=O)N2CC(=O)Nc3ccccc32)cc1
    7 | . | -4 | 1 | 3 | 10 | -1 | -4
Cc1cccc(-c2nnc(-c3ccc4ccccc4c3)o2)c1
    52* | 0 | 0 | -21 | 0 | -196 | -5 | -5
Cc1ccccc1-c1cc2c(c3c1ccn3C)C1CCC2O1 (stereo unspecified)
    7 | 0 | 3 | -3 | -8 | -6 | -1 | 0
COc1cccc(S(=O)(=O)N(C)C[C@@H]2Oc3ncc(C#CCC(C)C)cc3C(=O)N([C@H](C)CO)C[C@H]2C)c1
    13 | -2 | 2 | 4 | . | 29 | -10 | -3[16.7 µM]

Compound activity: PubChem BioAssay, Broad Institute

The order is random; 2.5% or so of the library scored in one or more.
